GalR3 antag: antagonists of human GalR3. O60755. HEK293 GalR3-CNG cAMP membrane potential fluorescence; galR3 body fused to GalR1 C-terminus. inhibition, % at 3 µM. hit rate 0.44% among 360,000. AID 651719;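 active means inhibition above the screen-wide average plus 3 SD, cut at about 13% in these data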;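 further: forskolin and galanin both at EC90 stimulate the cells; cAMP rise reported by CNG channel membrane potential dye signal; 0% = forskolin plus galanin with DMSO and 100% = forskolin alone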
Target sequence (O60755 1-299 limits assumed): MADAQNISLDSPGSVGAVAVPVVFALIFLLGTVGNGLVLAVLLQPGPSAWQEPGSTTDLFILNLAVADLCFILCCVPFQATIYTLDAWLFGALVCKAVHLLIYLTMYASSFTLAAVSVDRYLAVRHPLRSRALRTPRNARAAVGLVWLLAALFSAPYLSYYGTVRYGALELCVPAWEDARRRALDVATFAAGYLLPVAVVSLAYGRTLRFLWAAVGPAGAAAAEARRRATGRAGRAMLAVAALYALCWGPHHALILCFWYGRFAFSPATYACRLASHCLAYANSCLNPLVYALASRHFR
HCV NS3 hel inh: blocks Hepatitis C virus NS3 helicase unwinding; NS3 helicase DNA unwinding, Cy5 molecular beacon fluorescence; inhibition, % at 10.9 µM; hit rate 0.56% among 290,000; AID 1800;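 active means inhibition above the mean of all tested compounds plus 3 SD, set per campaign, cut at about 35% in these data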;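 further: 0% = DMSO wells and 100% = thioflavine S control wells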
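Control set: DMSO versus 110 µM thioflavine S; Material: NS3 helicase fragment of HCV; Measured by: Cy5 fluorescence at 0 and 60 min, beacon hairpin quenching; Read-out basis: percent inhibition from t60/t0 fluorescence ratio; Times: reaction time 60 min, 25 °C; Repeats: single replicate; Compound dosing: single dose, 10.9 µM nominal final, DMSO 0.8% final.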
MEKK2 WT-MEK5: raises or lowers MEK5 binding to wildtype human MEKK2 PB1 domain; Q9Y2U5; bead flow cytometry, Alexa488-MEK5 binding to MEKK2 WT; actives lie on both sides; binding response (% of control), % at 10 µM; hit rate 1.1% among 290,000; in the data active means binding response below about 67% or above about 130%
MEKK3 PB1 HTS: modulators (inhibitors or enhancers) of MEK5 binding to human MEKK3 PB1 domain | Q99759 | bead-based flow cytometry, Alexa488-MEK5 binding to MEKK3; actives lie on both sides; 0 = blocked by unlabeled MEK5, 100 = vehicle | binding response (% of control), % at 10 µM | hit rate 1.4% among 290,000;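 active means binding response more than 3 SD above or below the average of its plate-row segment, actives on both sides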;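 further: Alexa488 bead fluorescence after subtracting the streptavidin-only scavenger bead signal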
Target sequence (Q99759 whole entry, looked up, the tested form may be a part): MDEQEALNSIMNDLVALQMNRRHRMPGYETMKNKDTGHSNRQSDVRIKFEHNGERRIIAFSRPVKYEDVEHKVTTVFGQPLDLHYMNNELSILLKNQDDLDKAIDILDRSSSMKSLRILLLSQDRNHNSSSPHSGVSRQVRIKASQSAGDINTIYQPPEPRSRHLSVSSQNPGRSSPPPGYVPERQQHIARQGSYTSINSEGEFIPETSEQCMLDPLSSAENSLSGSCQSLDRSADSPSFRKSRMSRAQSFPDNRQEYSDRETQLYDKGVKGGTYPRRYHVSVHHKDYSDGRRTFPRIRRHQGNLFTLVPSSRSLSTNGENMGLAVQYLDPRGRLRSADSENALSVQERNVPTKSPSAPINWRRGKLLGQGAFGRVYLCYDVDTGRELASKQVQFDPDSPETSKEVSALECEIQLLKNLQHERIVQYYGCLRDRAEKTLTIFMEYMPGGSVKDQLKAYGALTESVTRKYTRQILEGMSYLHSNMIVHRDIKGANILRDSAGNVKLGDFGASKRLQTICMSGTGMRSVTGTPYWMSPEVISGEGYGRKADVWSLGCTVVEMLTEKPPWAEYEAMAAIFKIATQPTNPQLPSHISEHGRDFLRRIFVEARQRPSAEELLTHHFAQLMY
SUMO HTRF inh: inhibitors of human SUMOylation (UBC9); P63279; HTRF SUMOylation assay, SAE1/SAE2 + UBC9, in vitro; inhibition, % at 35 µM; hit rate 0.36% among 290,000; AID 2006; in the data active means inhibition above about 50%, passing the limit was not always enough; further: strong numbers were not always called active
Target sequence (P63279 whole entry, looked up): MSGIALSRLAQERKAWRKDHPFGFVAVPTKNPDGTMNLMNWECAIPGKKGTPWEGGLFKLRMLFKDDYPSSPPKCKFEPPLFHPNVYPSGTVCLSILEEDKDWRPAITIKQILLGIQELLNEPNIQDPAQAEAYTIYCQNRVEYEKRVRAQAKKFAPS
MEKK2 mut-MEK5: signal of MEK5 binding to mutant human MEKK2 PB1 domain. bead flow cytometry, Alexa488-MEK5 binding to MEKK2 mutant. percent response, % at 10 µM. hit rate 0.35% among 290,000. AID 1530; in the data active means percent response above about 24%, passing the limit was not always enough; further: inactives centre near 1; some results filed as inactive read as strong as hits
DNA FID counter: fluorescent intercalator displacement, NS3 helicase counter-screen; DNA fluorescent intercalator displacement, fluorescence; inhibition, % at 7.9 µM; hit rate 0.17% among 290,000; AID 1845; in the data active means inhibition above about 37%;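 further: 0% = vehicle and 100% = reference compound; higher means more ethidium bromide displaced from hairpin DNA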
Numbers without * were called inactive; . = not tested or not shown. Some of the compounds tested; rates above refer to the full screens.

SMILES	GalR3 antag	HCV NS3 hel inh	MEKK2 WT-MEK5	MEKK3 PB1 HTS	SUMO HTRF inh	MEKK2 mut-MEK5	DNA FID counter
COC(=O)C[C@](O)(CCCC(C)(C)O)C(=O)O[C@@H]1C(OC)=C[C@]23CCCN2CCc2cc4c(cc2[C@H]13)OCO4	.	.	106	106	.	5	.
Oc1cccc(O)c1O	.	.	98	97	.	0	.
CC1(C)C=Cc2c(ccc(-c3coc4cc(O)ccc4c3=O)c2O)O1	.	.	106	106	.	3	.
COC/C=C/C1=CC2=CC(=O)C(C)(OC(=O)c3cnc4ccccc4n3)C(=O)C2=CO1 (centres undefined)	.	.	86	92	.	-2	.
OCc1cccnc1	.	.	106	102	.	4	.
COc1cc(C[C@@H](CO)[C@H](CO)Cc2ccc(O)c(OC)c2)ccc1O	.	.	102	102	.	3	.
COCCNc1nc(-c2cc(C(=O)Nc3ccccc3)on2)cc(C(C)C)n1	.	.	104	101	.	3	.
COC(C/C=C\C(=O)COCc1ccccc1)OC	.	.	100	105	.	3	.
COC(=O)CCCC1=CC2=CC(=O)C(C)(OC(=O)c3cccs3)C(=O)C2=CO1 (centres undefined)	.	.	95	96	.	0	.
CC1(C)S[C@@H]2[C@H](N=CN3CCCCCC3)C(=O)N2[C@H]1C(=O)O	.	.	104	105	.	2	.
CC1(O)C(=O)C=C2C=C(c3ccsc3)OC=C2C1=O (centres undefined)	.	.	87	92	.	0	.
CC1(OC(=O)c2ccc(Cl)nc2)C(=O)C=C2C=C(c3ccc(C#N)cc3)OC=C2C1=O (centres undefined)	.	.	89	85	.	-2	.
O=C1c2ccccc2S(=O)(=O)c2cc(N3CCc4ccccc4C3)ccc21	.	.	94	102	.	1	.
C#CCOCCOCCOCCNc1nc(N2CCN(C(=O)C([C@@H](C)CC)n3cc(C(N)CC(C)C)nn3)CC2)nc(N2CCN(C(=O)[C@H](CCCCN)n3cc(C(N)COC(=O)C(F)(F)F)nn3)CC2)n1 (some centres undefined)	.	.	125	105	.	9	.
Cc1ccc(-c2ccc3c(c2)S(=O)(=O)c2ccccc2C3=O)cc1	.	.	106	106	.	5	.
O=C1N[C@H](C(=O)O)CS1	.	.	107	110	.	2	.
COC(C[C@@H]1O[C@H]1[C@H](O)[C@@H](C)OCc1ccccc1)OC	.	.	100	99	.	-3	.
Cc1cccc(C)c1NC(=O)C(C)N (centres undefined)	.	.	104	104	.	4	.
Cc1ccc(S(=O)(=O)N2CCN(C3CCC(c4ccccc4)CC3)CC2)cc1 (centres undefined)	.	-4	.	.	-16	.	0
O=C(c1ccco1)N1CCN(c2ncnc3c2[nH]c2ccccc23)CC1	.	3	.	.	-11	.	-5
CCc1nc(SCC(=O)Nc2c(C)nn(C)c2C)c2cnn(-c3ccccc3)c2n1	.	-2	.	.	-3	.	1
COc1ccccc1Nc1nc(-c2sc(NC(=O)c3ccc([N+](=O)[O-])cc3)nc2C)cs1	.	-7	.	.	16	.	7
CCCOC(=O)c1ccc(NC(=O)c2cn(CC)c3nc(C)ccc3c2=O)cc1	.	-1	.	.	10	.	2
CSC1=C(C#N)C(c2cccs2)CC(=O)N1C (centres undefined)	.	-3	.	.	23	.	-2
O=C(O)c1cc(-c2ccc(O)cc2)nc2ccccc12	.	-2	.	.	10	.	-1
CCOC(=O)c1[nH]c2ccc(F)cc2c1NC(=O)CN1CCc2cc(OC)c(OC)cc2C1	.	-35	.	.	-22	.	-2
COC(=O)C(CC(=O)c1ccc(Br)cc1)n1ccnc1 (centres undefined)	.	23	.	.	7	.	-3
CSc1nc(-c2ccco2)nn1C(=O)c1ccc(Cl)cc1	.	-4	.	.	4	.	3
O=C(NC1CC2CCCC(C1)N2C1CC1)NC12CC3CC(CC(C3)C1)C2 (centres undefined)	.	3	.	.	-1	.	20
COc1ccc(C(=O)n2ccc(C)n2)cc1Br	.	6	.	.	12	.	-2
COc1ccc(Nc2nc(-c3sc(NC(C)=O)nc3C)cs2)cc1	.	2	.	.	-8	.	6
CC(C)N(Cc1nnc(-c2ccccc2Cl)o1)C(=O)c1cccc(C#N)c1	.	-7	.	.	28	.	-22
CC(C)OC(=O)c1c(NC(=O)c2cnn3c2NC(c2ccccc2)CC3C(F)F)sc2c1CCCC2 (centres undefined)	.	2	.	.	4	.	0
O=C1Nc2ccc(Br)cc2C1=Nc1ccc(-c2nnc3n2CCCCC3)cc1	.	-8	.	.	10	.	2
O=C(OC1CCCCC1)c1ccc2c(c1)C1C=CCC1C(C(=O)O)N2 (centres undefined)	.	40*	.	.	-7	.	-17
Cc1cccc(-n2c(-c3ccco3)nc3nc4ccccc4nc32)c1	.	13	.	.	4	.	-1

Already shown: an excerpt of the list.
SMILES	GalR3 antag	HCV NS3 hel inh	MEKK2 WT-MEK5	MEKK3 PB1 HTS	SUMO HTRF inh	MEKK2 mut-MEK5	DNA FID counter
O=C1Nc2ccc(Br)cc2C1=Nc1ccc(-c2nnc3n2CCCCC3)cc1	.	-8	.	.	10	.	2
O=C(OC1CCCCC1)c1ccc2c(c1)C1C=CCC1C(C(=O)O)N2 (centres undefined)	.	40*	.	.	-7	.	-17
Cc1cccc(-n2c(-c3ccco3)nc3nc4ccccc4nc32)c1	.	13	.	.	4	.	-1

Next section.
SMILES	GalR3 antag	HCV NS3 hel inh	MEKK2 WT-MEK5	MEKK3 PB1 HTS	SUMO HTRF inh	MEKK2 mut-MEK5	DNA FID counter
COc1ccc(OC)c(Nc2nc(N)nc(CSc3nnc(-c4ccncc4)o3)n2)c1	.	-6	.	.	15	.	0
Cc1ccc2cc3c(N)c(C(=O)N4CC(=O)Nc5ccccc54)sc3nc2c1	.	7	.	.	2	.	3
CC(=O)c1ccc(N2CCN(CC(=O)Nc3ccc(N4CCOCC4)cc3)CC2)cc1	.	-16	.	.	16	.	-21
O=C(O)CCN=C1CCc2ccccc2N1	.	-4	.	.	10	.	0
CCOC(=O)Cn1c(=O)c2c(nc(Br)n2Cc2ccccc2)n(C)c1=O	.	-1	.	.	28	.	-8
COc1cc(N2CCCC2)c(OC)cc1/C=c1/sc2nc3ccccc3n2c1=O	.	20	.	.	25	.	0
Cc1cc(C)n(-c2nc3sc4c(c3c(=O)[nH]2)CCCC4)n1	.	4	.	.	-14	.	-1
Cc1cccn2c(=O)c3cc(C#N)c(=N)n(Cc4ccncc4)c3nc12	.	-1	.	.	18	.	0
CC(C)C(C)NC(=O)COC(=O)c1cc(S(=O)(=O)N(C)C)ccc1N1CCCC1 (centres undefined)	.	-7	.	.	14	.	-22
Cc1nnc(NC(=O)CSc2nnc(Cc3cccn3C)n2-c2cccc(C)c2C)s1	.	15	.	.	10	.	-45
CN(C)CCNC(=O)Cc1c(C(=O)O)n(C)c2ccccc12	.	-1	.	.	18	.	0
CCOc1cc(/C=N/NC(=O)c2cc(C)[nH]n2)ccc1OC(=O)c1ccc([N+](=O)[O-])cc1	.	7	.	.	28	.	3
Cc1cc2cc(C)c3nnc(SCC(=O)N4CCCc5ccccc54)n3c2cc1C	.	0	.	.	-5	.	-2
CCOC(=O)CSc1nc2ccc(N3CCOCC3)cc2c(=O)n1Cc1ccc2c(c1)OCO2	.	16	.	.	21	.	-13
Cc1sc(NC(=O)CN(C)C2CCCCC2)nc1-c1ccc2c(c1)CCN2S(=O)(=O)c1ccccc1	.	-13	.	.	14	.	-2
CC1(C)Oc2ccc3ccc(=O)oc3c2/C(=C/NCCN/C=C2\C(=O)C(C)(C)Oc3ccc4ccc(=O)oc4c32)C1=O	.	-1	.	.	-1	.	-3
Cc1sccc1C1C(C#N)=C(N)SC(N)=C1C#N	.	16	.	.	4	.	-4
COc1ccc2cc(C(c3nnnn3C(C)(C)C)N3CCc4ccccc4C3)c(=O)[nH]c2c1 (centres undefined)	.	28	.	.	11	.	2
CN1CCN(CC(=O)Nc2sc3c(c2C#N)CCC(C(C)(C)C)C3)CC1 (centres undefined)	.	-28	.	.	5	.	4
Cc1nc2ccccc2n1CCc1nc2c3ccccc3nc(SCC#N)n2n1	.	2	.	.	-18	.	0
COc1ccc(-n2nnc3c(SCC(=O)Nc4ccc5c(c4)OCCO5)ncnc32)cc1	.	3	.	.	20	.	-2
Cc1ccc(-n2c(SCC(=O)N3CCCC3)nc3c(c2=O)SCC3)cc1	.	-8	.	.	14	.	-3
COc1ccccc1-c1cc(C(=O)N2CCc3ccccc3C2)c2ccccc2n1	.	37*	.	.	-1	.	-22
Cc1ccc2nc(-c3ccc(N4C(=O)CC(N5CCCC(C)C5)C4=O)cc3)sc2c1 (centres undefined)	.	5	.	.	-6	.	-3
COc1cc2c(C(=O)Nc3ccc4c(c3)OCO4)cn(CC(C)C)c(=O)c2cc1OC	.	-3	.	.	13	.	-30
O=C(NCCCCCCNC(=O)NCc1ccco1)NCc1ccco1	.	6	.	.	6	.	-6
O=C(O)COc1ccc(-c2nccc(-c3cccs3)n2)cc1	.	2	.	.	12	.	-23
O=C(NCCNC1CCN(Cc2ccccc2)CC1)c1cccs1	.	-1	.	.	32	.	8
CCOC(=O)C1CCN(C(=O)c2cn(-c3ccccc3)nc2-c2cccnc2)CC1	.	-5	.	.	26	.	-32
CC1(C)N=C(N)N=C(N)N1c1ccc(C(=O)O)cc1	.	-2	.	.	21	.	-1
COc1cccc(C(=O)N2CCN(C3CCN(Cc4ccccc4)CC3)CC2)c1	.	11	.	.	26	.	5
Cn1c(=O)c2[nH]c(-c3ccccc3O)nc2n(C)c1=O	.	11	.	.	1	.	3
CCSc1ncnc2c1sc1nc(-c3ccco3)c3c(c12)CC(C)(C)OC3	.	27	.	.	25	.	-3
O=C(NCC[C@@H]1CC[C@@H](NS(=O)(=O)c2ccccc2)[C@@H](CO)O1)c1cc(Cl)cc(Cl)c1	-5	.	.	.	.	.	.
CC(C)c1cc(Cn2c3ccccc3c(=O)n2C(C)C)on1	-5	.	.	.	.	.	.
COCCN(Cc1ccc(OC)cc1)c1c(C)nc2ccc(C(=O)NCCc3c[nH]c4ccccc34)cn12	-5	.	.	.	.	.	.
CN1C=Nc2c(ncn2C2CCC(CO)O2)C1O (centres undefined)	-8	.	.	.	.	.	.
CC(C)(C)c1ccc(C#C[C@@H]2C=C[C@@H](O)[C@@H](COC(=O)Nc3ccccc3)O2)cc1	0	.	.	.	.	.	.
CCOC(=O)c1c(C)nsc1NC(=O)C1(C)CCN1C(=O)CC (centres undefined)	-4	.	.	.	.	.	.
Cc1ccc(-c2nc3ccc(Cl)cn3c2Cc2cccc(F)c2)cc1	-5	.	.	.	.	.	.
CCOC(=O)N[C@H](C(=O)N1CCC[C@H]1C(=O)NC1CCCC1)C1CCCCC1	-7	.	.	.	.	.	.
CCOC(=O)N1CCN(C(=O)C[C@@H]2C[C@@]3(C(=O)OC)CCCCC=C3N(Cc3ccc4c(c3)OCO4)C2=O)CC1	2	.	.	.	.	.	.
CC(=O)Oc1ccccc1Cn1c(C)c(C(=O)NCCC#N)sc1=O	2	.	.	.	.	.	.
OCCN1CCN(c2ncnc3c2ncn3[C@H]2CN(Cc3cccnc3)C[C@@H](CO)O2)CC1	-4	.	.	.	.	.	.
COc1ccc(-c2nc3cc(C)c(Br)c(C)n3c2CC(C)(C)C)cc1OC	-5	.	.	.	.	.	.
O=C(Nc1cccc(F)c1)N1CCc2nc(NCc3cccc(Oc4ccccc4)c3)ncc2C1	-9	.	.	.	.	.	.
O=C(NC1CCCC1)c1nc(-c2c(F)cccc2F)oc1-c1ccccc1	-7	.	.	.	.	.	.
COc1cc(CNc2ncnc3c2ncn3[C@H]2CN(Cc3ccccc3)C[C@@H](COC(C)=O)O2)cc(OC)c1OC	0	.	.	.	.	.	.
O=c1[nH][nH]c2c1[C@H](c1ccc(Cl)cc1)O[C@H](CCc1ccccc1)C2	1	.	.	.	.	.	.
C[C@@H]1CN(C(=O)OC(C)(C)C)CCN1c1ccc(Br)c(C#N)c1	-6	.	.	.	.	.	.

Source: PubChem (several laboratories)
